Bioassay records deposited in PubChem by The Scripps Research Institute Molecular Screening Center.
GBA activity up: increases beta-glucosidase activity in Gaucher fibroblasts; L444P Gaucher fibroblasts, 4-MU-glucoside fluorescence, 3 days; activation, % at 10 µM; actives 0.44% (n = 30,000); AID 784; in the data active = activation above about 65%;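 also: 0% = vehicle wells and 100% = positive control wells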
Target sequence (P04062 whole entry L483P): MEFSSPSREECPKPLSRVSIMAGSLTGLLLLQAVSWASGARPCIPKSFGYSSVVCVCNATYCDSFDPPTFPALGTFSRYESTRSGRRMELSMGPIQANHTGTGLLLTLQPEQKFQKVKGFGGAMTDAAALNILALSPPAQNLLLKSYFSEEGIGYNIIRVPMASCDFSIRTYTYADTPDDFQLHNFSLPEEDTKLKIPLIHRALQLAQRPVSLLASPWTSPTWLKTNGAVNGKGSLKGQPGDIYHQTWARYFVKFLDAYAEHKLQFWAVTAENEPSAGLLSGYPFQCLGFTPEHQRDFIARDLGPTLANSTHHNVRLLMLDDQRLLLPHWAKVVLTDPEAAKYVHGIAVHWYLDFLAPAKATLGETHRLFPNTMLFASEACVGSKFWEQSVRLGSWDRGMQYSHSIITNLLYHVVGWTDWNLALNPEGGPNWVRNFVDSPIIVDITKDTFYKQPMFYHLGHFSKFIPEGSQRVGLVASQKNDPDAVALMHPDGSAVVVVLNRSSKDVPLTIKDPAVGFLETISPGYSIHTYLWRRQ
Active calls of the source: *.

smiles | GBA activity up
CC(=O)c1nc2ccccc2n1S(=O)(=O)c1ccc(Cl)cc1 | -22.3
O=C(Nc1cccnc1)c1c(O)c2cccc3c2n(c1=O)CC3 | 10.1
O=C(c1cc2c(=O)n3ccccc3nc2s1)N1CCOCC1 | -4.7
COC(=O)C1=C(C)N(C)C(C)=C(C(=O)OC)C1c1ccncc1 | -29.2
O=c1cc(O)nc(SCc2ccccc2Cl)[nH]1 | 20.9
CC(=O)c1ccc(S(=O)(=O)N(Cc2cc3cc4c(cc3[nH]c2=O)OCCO4)CC2CCCO2)cc1 (stereo not given) | -12.0
CC(C)c1cc(C(=O)Nc2cccc(Cl)c2)no1 | 10.6
Cc1ccc2nc(-c3cccc(S(=O)(=O)N(C)C)c3)cn2c1 | -14.3
O=C(c1cc(-c2cccs2)on1)N1CCN(c2ccc(F)cc2)CC1 | -3.0
Cc1ccc(OCCCC(=O)Nc2ccc(S(=O)(=O)Nc3cc(C)on3)cc2)cc1 | -15.2
COC(=O)c1[nH]c2cccc(OC)c2c1NC(=O)CCN1CCN(c2ccccc2F)CC1 | -12.6
COc1cccc(Nc2nc(=O)[nH]nc2C)c1 | -15.0
COc1ccc(N2CCC(CNC(=O)Nc3ccc(OC)cc3OC)C2)cc1 (stereo not given) | 7.8
COc1ccc(OCc2nnc(SCC(=O)NCc3ccco3)o2)cc1 | -24.6
CC(C)CNc1nc(Oc2ccc(=O)n(-c3ccccc3)n2)nc(N2CCOCC2)n1 | 3.2
Cc1cccc(-c2nnc(SCC#N)n2-c2cccc(Cl)c2)c1 | -37.7
COC(=O)c1[nH]c2cccc(OC)c2c1NC(=O)CCN1CCN(c2cccc(Cl)c2)CC1 | -21.5
O=C(OCC(=O)c1cccs1)C1=COCCO1 | -28.6
CC1C=Cc2ccccc2N1C(=O)c1ccccc1 (stereo not given) | 28.8
O=C(NCCC1=CCCCC1)c1ccc(Cl)c(S(=O)(=O)N2CCOCC2)c1 | -28.6
N#Cc1c(-c2ccccc2)nc(N2CCOCC2)[nH]c1=O | 38.4
O=C(NCc1ccccn1)C1CCN(S(=O)(=O)c2cnc[nH]2)CC1 | 3.7
c1ccc(-c2nnc3sc(-c4cc5ccccc5o4)nn23)cc1 | 10.2
NC(=O)CSc1nnc(-c2ccncc2)n1CCc1ccccc1 | -14.1
O=C(Nc1ccc2c(c1)OCCO2)C1CCCN1S(=O)(=O)c1ccc(Cl)cc1 (stereo not given) | -13.9
Cc1ccc(Cn2nnc3c(=O)n(CC(=O)N4CCN(c5ccccc5)CC4)cnc32)cc1 | -8.0
CC(=O)c1c(C)[nH]c(C(=O)OCC(=O)Nc2ncc(Cl)c(C)c2Cl)c1C | 6.9
COc1cc2cc(CN(CCN3CCCC3)C(=O)Nc3ccc(F)cc3)c(=O)[nH]c2cc1OC | -2.1
COc1ccc(OCCN2CCN(C3CC(=O)N(CCC(C)C)C3=O)CC2)cc1 (stereo not given) | -3.5
COC(=O)c1ccc(NC(=O)CCn2c(=O)oc3ccccc32)cc1 | -13.3

More compounds follow:
smiles | GBA activity up
CCC(=O)Nc1ccc(Br)c(Cl)c1 | 35.3
CCOC(=O)C(NC(=O)c1ccc(F)cc1)(Nc1nnc(C)s1)C(F)(F)F (stereo not given) | -31.0
CC(C)n1c(Nc2ccccc2)nc2ccccc21 | 4.5
COc1ccc2[nH]c(=O)c(CN(Cc3ccccc3OC)Cc3nnnn3CC3CCCO3)cc2c1 (stereo not given) | 17.8
COc1ccc(C(CC(=O)O)NC(=O)COc2ccccc2OC)cc1OC (stereo not given) | -6.7
Cc1ccc(N2CC(C(=O)Nc3ccc(S(=O)(=O)N4CCCC4)cc3)CC2=O)cc1 (stereo not given) | -39.5
COc1cc2c(C(=O)NCc3ccc4c(c3)OCO4)cn(CC(C)C)c(=O)c2cc1OC | -18.8
CCOC(=O)N1CCN(Cc2nc(N)nc(Nc3ccc(Oc4ccccc4)cc3)n2)CC1 | 8.9
O=C(CN1C(=O)CCC1=O)Nc1ccc(S(=O)(=O)N2CCOCC2)cc1 | -14.1
O=C(Nc1nnc(SCC(=O)N2CCCCC2)s1)C1CCCCC1 | -37.5
COc1ccccc1NS(=O)(=O)c1ccc(C)c(C(N)=O)c1 | -6.5
COCCn1nnnc1CN(CCCN1CCOCC1)Cc1cc2c(C)ccc(C)c2[nH]c1=O | -8.8
CC1Cc2ccccc2N1C(=O)CCN1C(=O)C2C3C=CC(C3)C2C1=O (stereo not given) | -8.6
O=c1[nH]c2ccccc2n1C1=CCCC1 | 4.7
Cc1cccc(-n2ncc3c(Nc4c(C)n(C)n(-c5ccccc5)c4=O)ncnc32)c1 | -48.7
Cc1ccnc(N2CCC(C(=O)NCc3ccc4c(c3)OCO4)CC2)n1 | 38.8
CCN1CCCC1CNC(=O)c1ccc2c(=O)n(CCOC)c(=O)[nH]c2c1 (stereo not given) | -15.5
Cc1cc(C(=O)OCC(=O)c2c(N)n(C)c(=O)n(C)c2=O)c(C)n1-c1ccccc1 | -13.8
c1ccc(-c2nc3ccccc3nc2-c2ccccn2)nc1 | -23.2
FC(F)(F)c1cc(-c2cccs2)nc(NCc2ccco2)n1 | -31.9
Cc1ncc(CO)c2c1OC(C)(C)OC2 | -14.2
CC(C)CCn1c(=S)[nH]c2ncccc2c1=O | -13.9
C=CCn1c(SCC(=O)Nc2ccc3c(c2)OCO3)nnc1-c1cc(Br)ccc1O | -36.1
CN1CCN(CC(=O)N(C)c2nc(-c3ccccc3)cs2)CC1 | 4.6
CSc1nnc(Cn2c(=O)sc3ccccc32)n1-c1cccc(Cl)c1 | 7.3
Cc1cc(NC(=O)CSc2nc(C3CC3)nc3sc4c(c23)CCC(C)C4)no1 (stereo not given) | -82.6
OC1CC(c2ccco2)NC2(CCCCC2)C1 (stereo not given) | -51.4
N#Cc1ccc(NC(=O)COC(=O)C2=COCCO2)cc1 | -16.4
Brc1c(OCCOCCn2cncn2)ccc2ccccc12 | -9.6
COc1ccccc1N(CN1CCCC1=O)C(=O)c1ccccc1F | 10.7

(next part)
smiles	GBA activity up
O=C(c1ccccc1)N1CCN(CC2CC=CCC2)CC1 (stereo not given)	0.5
Cc1cc(=O)oc2cc3c(cc12)OCCN3	13.6
Cc1ccccc1S(=O)(=O)Cc1ccc(C(=O)NCCCN2CCN(C)CC2)o1	5.9
O=C(C1CCN(S(=O)(=O)c2cccc3cccnc23)CC1)N1CCc2ccccc21	-9.4
O=C(CCNS(=O)(=O)c1ccc2c(c1)CCC(=O)N2)NCc1ccc2c(c1)OCO2	-6.5
COC(=O)N1CC(c2ccccc2)CC1=O (stereo not given)	1.7
O=C(CN1CCN(c2ccc(F)cc2)CC1)Nc1cccc(C(F)(F)F)c1	-5.4
Nc1nc(SCC(=O)c2ccc(Oc3ccccc3)cc2)n[nH]1	-19.3
CCOc1cc2[nH]c(=O)n(CC3CCC(C(=O)NCCCOC)CC3)c(=O)c2cc1OCC (stereo not given)	-30.4
O=C(c1cnccn1)N(c1ccccc1)C1(C(=O)NC2CCCC2)CCCCC1	1.9
CCc1nc(SCCO)c2oc3ccccc3c2n1	16.8
Cc1cccc(Cn2c(=O)c3c(nc4n3CCN4Cc3ccco3)n(C)c2=O)c1	-4.6

Later entries.
smiles	GBA activity up
Cc1c(C(=O)N2CCN(c3ccc(F)cc3)CC2)sc2nc(-c3ccccc3)cn12	3.3
CCOc1ccccc1NC(=O)CC1NCCNC1=O (stereo not given)	4.0
CCOC(=O)N1CCN(C(=O)CN(Cc2ccccc2)S(=O)(=O)c2ccc(OC)c(C)c2)CC1	4.0
CC1CC2(CC(C)(C(=O)CSc3n[nH]c(-c4ccccc4Cl)n3)OC2=O)C(=O)O1 (stereo not given)	-8.2
CC1CCC(C(=O)NC(C(=O)NCCN2CCC(C)CC2)C(C)C)CC1 (stereo not given)	-15.5
O=C(C1CCCO1)N1CCc2ccccc21 (stereo not given)	-14.8
CC(=O)Nc1cc2c(cc1NC(=O)Cn1nc(-c3ccccc3F)ccc1=O)OCCO2	-6.9
Cc1nnn(C23CC4CC(CC(C4)C2)C3)n1	-3.2
CC(Oc1ccccc1Br)C(=O)N1CCc2ccccc21 (stereo not given)	55.2
O=S(=O)(c1ccccc1)n1ccc2ccccc21	-34.6
O=C(NCc1ccco1)C(Cc1ccccc1)NS(=O)(=O)c1cccc2nsnc12 (stereo not given)	-3.9
C=CCn1c(CCNC(=O)C(C)(C)C)nc2ccccc21	-18.0

(more compounds)
smiles	GBA activity up
CCn1cc(C(=O)O)c(=O)c2cc(F)c(N3CCNCC3)cc21	-27.4
COc1ccc(OC)c(C(=O)c2oc3ccccc3c2NC(C)=O)c1	-24.7
O=C(O)c1cc(-c2ccco2)nc2ccc(Br)cc12	4.7
CCNc1nc(Oc2ccc(=O)[nH]n2)nc(SC)n1	-7.0
Cc1onc(-c2ccccc2)c1C(=O)N1CCN(S(=O)(=O)c2ccc3c(c2)OCCO3)CC1	-1.6
Cc1cn([C@H]2C[C@H](N=[N+]=[N-])[C@@H](CO)O2)c(=O)[nH]c1=O	-34.1
Cc1noc(C)c1COC(=O)c1cccc(S(=O)(=O)N2CCCCCC2)c1	-0.3
COc1ccc(OC)c(NC(=O)CSc2ncccc2C(=O)O)c1	-12.7
CC(=O)c1cc2c(cc1NC(=O)Nc1cccc(Cl)c1)OCCO2	-7.8
O=C(c1ccccc1)N(Cc1cccs1)C1CCS(=O)(=O)C1 (stereo not given)	-4.6
O=C(COC(=O)CCc1ccc(S(=O)(=O)N2CCCCC2)cc1)Nc1ccc2c(c1)OCO2	-6.5
CCOC(=O)CNC(=O)c1ccccc1Br	-44.1

Reprinted from the part before: 2 compounds, then new ones.
smiles	GBA activity up
O=C(COC(=O)CCc1ccc(S(=O)(=O)N2CCCCC2)cc1)Nc1ccc2c(c1)OCO2	-6.5
CCOC(=O)CNC(=O)c1ccccc1Br	-44.1
CCCCCCn1c(N2CCC(C(N)=O)CC2)nc2c1c(=O)[nH]c(=O)n2C	-7.8
CCOC(=O)CNC(=O)c1sc(NC(=O)c2ccccc2F)nc1C	-20.3
COc1nc2c(s1)C(=O)NCCC2	28.4
C=CCn1c(CC(=O)Nc2cccc(OC)c2)nnc1SCC(=O)NC1CCCCC1	7.5
[O-][n+]1onc2c1CCc1c-2nc(-c2ccccc2)n1OCc1ccccc1	-28.1
CCOC(=O)c1cccc(NC(=O)CCn2cccc2)c1	-20.6
CCC(=O)N(Cc1cc2cc(OC)ccc2[nH]c1=O)c1cc(C)ccc1C	-0.8
CC(=O)c1cc(-c2ccc(F)cc2)n(CCC(=O)Nc2cc(C)[nH]n2)c1C	14.1
COc1ccc(C(=O)N2CCC(C(=O)NCc3ccccn3)CC2)cc1	-13.6
O=C1N/C(=C\c2ccccc2)c2ccccc21	6.4
CC(CN1c2ccccc2Sc2ccccc21)N(C)C (stereo not given)	-35.7
Cc1occc1C(=O)Nc1ccc(S(=O)(=O)N2CCCC2)cc1	-49.8

Continuation.
smiles	GBA activity up
CCOC(=O)C1(CC)CC(CSc2nc3ccccc3[nH]2)OC1=O (stereo not given)	-3.9
Nc1n[nH]c(-c2ccc(Br)cc2)c1Cl	-18.4
COc1ccc2cc(CN(CC3COCCO3)S(=O)(=O)c3ccc(Cl)cc3)c(=O)[nH]c2c1 (stereo not given)	-1.4
O=C1c2ccccc2C(=O)N1CCCc1nc(-c2ccccn2)no1	-3.7
CCCS(=O)(=O)N1CCCC(C(=O)NCCc2ccc(Cl)cc2)C1 (stereo not given)	-3.4
COc1ccccc1C1CC(c2ccc(Cl)cc2)Nc2ncnn21 (stereo not given)	-12.6
CC(NC(=O)c1ccccc1NC(=O)c1ccco1)c1ccccc1 (stereo not given)	-41.2
OC1(c2cccnc2)CCN(Cc2nnnn2C2CCCCC2)CC1	-37.5
O=C(NCc1ccccn1)c1ccc(COc2ccc(Cl)cc2)o1	1.7
CC1(C)OC(=O)C(=CNc2cccc(O)c2)C(=O)O1	-2.4
O=C(CCS(=O)(=O)c1ccc(Br)cc1)N1CCN(Cc2ccccc2)CC1	63.7
CN(C)S(=O)(=O)c1cc(C(=O)NCC2CCCO2)c(Cl)cc1Cl (stereo not given)	10.9

Following part:
smiles	GBA activity up
CCC(=O)c1ccc(OCC(O)CN2CCOCC2)cc1 (stereo not given)	0.4
CN(CCO)C(=O)CCC(=O)Nc1ccc(S(N)(=O)=O)cc1	-35.7
CCOC(=O)c1[nH]c2ccccc2c1NC(=O)C(C)(C)C	7.5
CCC(C)[C@H](NC(=O)NCc1ccco1)C(=O)O (stereo not given in full)	-11.2
Cc1ccc2[nH]c3c(c2c1)CCC3=O	-0.8
COc1ccc2c(-c3cccnc3)cc(=O)[nH]c2c1	4.2
Cc1nnc(SCCn2c(Br)nc3c2c(=O)[nH]c(=O)n3C)s1	-9.2
CCOC(=O)N1CCN(Cc2ccccc2F)CC1	2.2
CCOc1ccc2nc(NC(=O)CSc3nnnn3C3CCCCC3)sc2c1	-0.8
CC(C)(C)NC(=O)Cn1c(SCC(=O)NCc2cccs2)nc2ccccc21	-6.5
COc1cc(NC(=O)CN2c3cccc4cccc(c34)S2(=O)=O)cc(OC)c1OC	-22.0
N#CC1=C(N)Oc2n[nH]c(-c3cccs3)c2C1c1ccsc1 (stereo not given)	1.5

Grouped by structure: the entries above containing a cyano group.
smiles	GBA activity up
Cc1cccc(-c2nnc(SCC#N)n2-c2cccc(Cl)c2)c1	-37.7
N#Cc1c(-c2ccccc2)nc(N2CCOCC2)[nH]c1=O	38.4
N#Cc1ccc(NC(=O)COC(=O)C2=COCCO2)cc1	-16.4
N#CC1=C(N)Oc2n[nH]c(-c3cccs3)c2C1c1ccsc1 (stereo not given)	1.5

Back to the main list, repeating the two entries before the break.
smiles	GBA activity up
COc1cc(NC(=O)CN2c3cccc4cccc(c34)S2(=O)=O)cc(OC)c1OC	-22.0
N#CC1=C(N)Oc2n[nH]c(-c3cccs3)c2C1c1ccsc1 (stereo not given)	1.5
CCCn1c(SCC(=O)N2CCN(c3ccccc3)CC2)nc2ccccc2c1=O	1.0
COc1ccc(Cc2nc3ccc(S(N)(=O)=O)cc3[nH]2)cc1OC	7.8
CN1/C(=C\C(=O)c2cccs2)Sc2ccccc21	-5.7
COC(=O)c1oc2c(c1C)C1(CCC2)SCCS1	-13.3
CC(=O)Nc1ccc(NC(=O)CNS(=O)(=O)c2ccc(C)cc2)cc1	-11.0
CCCC(=O)Nc1ccccc1N1CCN(C(=O)C(C)C)CC1	-20.2

The list is partial, so the mix of outcomes need not match the whole.
